Bioassay records: PubChem, National Center for Advancing Translational Sciences (NCATS)
12-LOX inh: Primary qHTS assay for inhibitors of human arachidonate 12S-lipoxygenase (ALOX12): Round 2. purified 12hLO, xylenol orange hydroperoxide absorbance. Potency, µM (doses to about 108 µM), for the others: at the top dose activity change, negative = inhibition, actives largely listed as inhibitors. 580,000 tested, 1.1% active; active = well fitted inhibition curve with a large enough effect; inconclusive = small, poorly fitted or top-dose-only effect, or another doubt; inactive = no such curve, though single readings can be large or run the other way
Target sequence (P18054 whole entry, looked up): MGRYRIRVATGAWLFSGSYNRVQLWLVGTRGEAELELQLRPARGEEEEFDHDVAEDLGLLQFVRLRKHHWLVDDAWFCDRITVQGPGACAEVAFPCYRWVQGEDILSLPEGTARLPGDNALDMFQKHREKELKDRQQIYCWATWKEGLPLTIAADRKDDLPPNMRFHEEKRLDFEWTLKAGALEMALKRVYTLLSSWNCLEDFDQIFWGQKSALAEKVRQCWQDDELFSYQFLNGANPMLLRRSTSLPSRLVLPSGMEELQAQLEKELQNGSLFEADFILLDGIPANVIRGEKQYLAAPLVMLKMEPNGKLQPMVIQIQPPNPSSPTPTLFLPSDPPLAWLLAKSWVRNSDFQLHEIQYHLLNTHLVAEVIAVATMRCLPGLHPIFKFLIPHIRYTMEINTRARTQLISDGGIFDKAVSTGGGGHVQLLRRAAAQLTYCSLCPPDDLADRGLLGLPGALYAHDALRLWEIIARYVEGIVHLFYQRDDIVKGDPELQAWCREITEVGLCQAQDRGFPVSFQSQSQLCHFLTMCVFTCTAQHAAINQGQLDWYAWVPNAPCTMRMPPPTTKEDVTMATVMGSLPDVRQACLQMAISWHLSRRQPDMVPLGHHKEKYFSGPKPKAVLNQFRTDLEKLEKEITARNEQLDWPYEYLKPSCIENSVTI
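Purified human 12hLO at 150 nM in 25 mM Hepes, 0.01% Triton X-100, pH 7.0, preincubated 15 min at room temperature with compound. Reaction started with 40 uM arachidonic acid, 30 min at room temperature. Hydroperoxide measured by Fe-xylenol orange, 573/405 nm absorbance ratio.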
* hit, by the source's call; ? = inconclusive; [ ] = another dose, or the depositor's remark. % is scaled to controls: 0 for no effect and ±100 for the full control effect; potency is read from the fitted curve at half-maximal effect. Only part of the results is shown, so the mix of outcomes need not match the whole.

compound	12-LOX inh
CCCCCCCCCCCCNC(=O)c1cccs1	-2%
O=c1cc2c(nn1Cc1cccc(Br)c1)CCCCC2	16%
CN1c2cccnc2CN(CC2CCCCC2)CC[C@H]1CO	92%[activator][176 µM]
CCc1nc2ccc(C(=O)Nc3cccc(C)n3)cc2nc1CC	53%[activator]
Cc1ccccc1OCC(=O)Nc1cc2c(cc1S(=O)(=O)c1ccc(F)cc1)n(C)c(=O)n2C	14%
CC1CCN(CC(=O)NCCc2c[nH]c3ccccc23)CC1	21%
CN1CC2(CCN(C(=O)c3n[nH]c4ccccc34)CC2)CC1C(=O)N1CCOCC1 (stereo not drawn)	16%
O=C(NCC(=O)N(c1ccccc1)C1(C(=O)NC2CCCCC2)CCCCC1)c1ccccc1	17%
CCN1c2cc(C(=O)NCc3ccccc3Br)ccc2C(=O)N2CCCCC21 (stereo not drawn)	13%
CCCS(=O)(=O)N1CCc2nn(CC3CC3)c(=O)n2CC1	41%
CCNC(=O)[C@@H]1C[C@H](NC(=O)c2ccc[nH]2)CN1C(=O)Cc1cc(C)no1	34%[activator]
CC(C)(C)CC(=O)N1CCC(N2CCCC(C(=O)NCc3ccccc3)C2)CC1 (stereo not drawn)	24%
COCCn1nc2n(c1=O)CCN(C(=O)c1ncccc1C)CC2	24%
N#Cc1ccc(NC(=O)Nc2ccccc2Br)c2n[nH]nc12	-10%[57.4 µM]
O=c1c2ccccc2c(-c2cccs2)nn1CC(O)COCc1ccc(Cl)cc1 (stereo not drawn)	23%

6 entries picked at random from the list so far:
compound	12-LOX inh
CCN1c2cc(C(=O)NCc3ccccc3Br)ccc2C(=O)N2CCCCC21 (stereo not drawn)	13%
CCCS(=O)(=O)N1CCc2nn(CC3CC3)c(=O)n2CC1	41%
O=C(NCC(=O)N(c1ccccc1)C1(C(=O)NC2CCCCC2)CCCCC1)c1ccccc1	17%
CCc1nc2ccc(C(=O)Nc3cccc(C)n3)cc2nc1CC	53%[activator]
COCCn1nc2n(c1=O)CCN(C(=O)c1ncccc1C)CC2	24%
CCNC(=O)[C@@H]1C[C@H](NC(=O)c2ccc[nH]2)CN1C(=O)Cc1cc(C)no1	34%[activator]

Next section.
compound	12-LOX inh
COc1ccc(Cc2nnc(Nc3cccc(C)c3)[nH]c2=O)cc1OC	?
COc1ccc(C(=O)N2CCCC(n3cc(-c4nc(-c5ccccc5)no4)nn3)C2)cc1OC (stereo not drawn)	14%
O=C(c1cn2ccsc2n1)N1CC[C@@H](c2ccc3c(c2)OCO3)[C@H](O)C1	3%
O=C(NCCSc1ccc(Cl)cc1)NC1CC1	?
CCNC(=O)C1(CCO)CCN(Cc2ccccc2)C1 (stereo not drawn)	43%[activator]
Cn1nc(C2CCN(C(=O)c3ccoc3)CC2)c2c1CCOC2	47%[activator]
O=C(NCC(O)COc1cccc(C(F)(F)F)c1)C1CCC1 (stereo not drawn)	7%
Cc1ccc(S(=O)(=O)NC[C@H]2O[C@@H](CO)[C@@H](O)[C@H]2N2CCN(c3ccc(F)cc3)CC2)cc1	?
CCCCN(CC)C(=O)CCNC(=O)Cn1cnc2sc3c(c2c1=O)CCCC3	4%
Fc1ccc(CCNC(=S)NCc2ccc(Cl)cc2)cc1	?
O=C(NCCc1ccccc1)C1CCN(C(=O)N2CC3CC(C2)[C@H]2CCCC(=O)N2C3)CC1 (stereo partly drawn)	-1%
O=C(Cn1ncc2ccccc2c1=O)Nc1ncc(Cc2cccc(C(F)(F)F)c2)s1	-11%
CC(=O)Nc1cc(F)c(F)cc1NC(=O)c1cc2ccccc2oc1=O	-11%
CCN(Cc1nc(-c2cccc(C)c2)no1)C(=O)Nc1cccc2ccccc12	?
O=C(CCc1ccncc1)Nc1ccccc1	57%[activator]
Cc1ccc(NC(=O)CN2C(=O)NC3(CCS(=O)(=O)CC3)C2=O)cc1	0%
CN(C)C[C@@H]1CN(Cc2ccncc2)C[C@H]1NC(=O)NCc1ccccc1	64%[activator]
CC(=O)N1N=C(c2c(-c3ccccc3)c3cc(Cl)ccc3n(C)c2=O)CC1c1ccco1 (stereo not drawn)	?
CCS(=O)(=O)N1CCCCCCNC(=O)[C@@H]2C[C@@H](C(=O)N3CCc4ccccc4C3)C[C@@H]21	19%
Nc1[nH]c(C(=O)c2ccccc2)c(-c2ccc(Cl)cc2F)c1C(=O)NCCc1c[nH]c2ccccc12	-18%
COCc1nnc(NC(=O)C2c3ccccc3C(=O)N(CC(C)C)C23CCCCC3)s1 (stereo not drawn)	0%
COc1ccc(-c2noc([C@@H]3C[C@H](NCc4ccccn4)CN3C)n2)cc1	78%[activator][176 µM]
O=C(c1ccoc1)N1CCN(c2nnc3ccccn23)CC1	64%[activator]
O=C(c1ccccc1F)N1CCCC2(C1)NC(=O)N(Cc1ccccc1)C2=O (stereo not drawn)	-5%
COc1ccc(NC(=O)c2cnc(SC)nc2C(F)(F)F)cc1OC	-17%
O=C(NCC1(c2ccccc2)CCCC1)c1cc(=O)c2ccccc2o1	5%
N#CCCCSc1ccc2c(c1)OCCCO2	?
COCCn1ncc(N2CCCC(CC(=O)NCc3cccc(Cl)c3)C2)cc1=O (stereo not drawn)	?
COCc1nc(C2CCCN(C(=O)NCCC(C)C)C2)no1 (stereo not drawn)	29%
COc1cccc(NC(=O)N[C@H]2CCN(C(=O)c3cnccn3)[C@@H]2C(=O)N[C@@H](CCCNC(=O)c2cnccn2)C(N)=O)c1	10%

Copied from above for reference:
compound	12-LOX inh
CCCCCCCCCCCCNC(=O)c1cccs1	-2%
O=c1cc2c(nn1Cc1cccc(Br)c1)CCCCC2	16%

Continuation.
compound	12-LOX inh
COc1ccc(CCNC(=O)C(C)n2nc(C)c3c(C)n(-c4ccccc4)nc3c2=O)cc1OC (stereo not drawn)	-4%
COc1ccc(C(=O)NCc2coc(-c3cccs3)n2)c(F)c1	-5%
CC(C)CC(=O)NCC1Cn2cccc2C(=O)N1Cc1ccccc1 (stereo not drawn)	8%
Cc1ccc(OCn2ccc(C(=O)NCc3ccnn3C)n2)c(C)c1	7%
CCn1cc(S(=O)(=O)N2CC(N(Cc3cccnc3)CC(C)C)C2)cn1	35%[activator]
CC(C)c1nn2c(=O)cc(CN3CCN(c4ncccn4)CC3)nc2s1	-11%
Cc1ccc(NC(=O)CN2N=C(c3ccccc3F)c3cc(Cl)ccc3S2(=O)=O)c(C)c1	?
COCCO[C@H]1C(=O)N(C2CCN(C(=O)CC(F)(F)F)CC2)[C@H]1c1ccncc1	43%[activator]
COC1CCC12CCN(C(=O)c1cnn(C)c1)CC2 (stereo not drawn)	40%[activator]
COc1ccc(NC(=O)c2ccc3c(c2)C2(CCCN(C)C2)CN3C)cc1 (stereo not drawn)	?
CC(C)C[C@H](NC(=O)CNC(=O)c1cc(Cl)ccc1Cl)B(O)O	-21%[57.4 µM]
Cn1c(=O)c2c(nc(N3CCOCC3)n2CC(O)COc2ccc(Cl)cc2)n(C)c1=O (stereo not drawn)	8%
Cc1sc2c(c1C)CN(C(C)C)CN2C(=O)c1ccccc1	6.3µM*
O=C(N1CCC(N[S+](=O)([O-])Cc2ccccc2)CC1)N1CC2CC(C1)[C@H]1CCCC(=O)N1C2 (stereo partly drawn)	?
CC(C)C(=O)N1CCC(C(NC(=O)c2ccccc2Cl)C(=O)N2CCCCC2)CC1 (stereo not drawn)	-3%
O=C(CCc1ccccc1)N1CCNc2cnc(Nc3cccnc3)nc2C1	9%[176 µM]
COC(=O)[C@]12C[C@H](CC(=O)N3CCSCC3)C(=O)N(Cc3ccc4c(c3)OCO4)C1=C[C@H](C(C)(C)C)O[C@@H]2C	0%
CCc1ccc(CNC(=O)CN2C(=O)NC3(CCS(=O)(=O)CC3)C2=O)cc1	-12%
CCC(=O)N1CCC2(CC1)OCC(C(=O)NCc1ccccc1)N2C(=O)c1cccc(OC)c1 (stereo not drawn)	31%
COCC1CN(C(=O)c2ccc(Cc3c(C)noc3C)o2)CC12CCNCC2 (stereo not drawn)	14%
CN(Cc1cccs1)C(=O)CC1CCCC1	-50%
C[S+](=O)([O-])N1CCC(Cn2ccc3c(N4CCOCC4)nc(-c4ccc(F)cc4)cc32)CC1	-15%
CC(C)c1noc(CCCC(=O)Nc2ccccc2OC2CCCC2)n1	-6%
CC(=O)C1=C(C)N(C2CCCC2)C(=O)C1(NC(=O)c1ccc(C(C)(C)C)cc1)C(F)(F)F (stereo not drawn)	-4%
Cc1cc(Cl)ccc1OC(C)C(=O)Oc1ccc(-c2ccc(C#N)cc2)cc1 (stereo not drawn)	12%
CC(C)=CCCC(C)CCOC=O (stereo not drawn)	165%[activator][176 µM]
COc1ccc(C(C)=O)cc1CO/N=C/c1ccc(Cl)cc1Cl	-71%
Cc1ccc(-c2nc3cnccn3c2NCCC(=O)NCc2ccco2)cc1	50µM*
CC(C)CCn1nc(C(=O)NCc2ccc(Cl)cc2)c2ccccc2c1=O	24%
Nc1nccc(-c2cccc([N+](=O)[O-])c2)n1	-22%
O=C(CCc1ncc(-c2ccccc2)o1)N1CCN(c2ccc([N+](=O)[O-])cc2)CC1	13%
COc1ccccc1CN1CCOc2ccc(C(C)(O)COc3ccccc3)cc2C1 (stereo not drawn)	-1%
c1ccc2c(-c3cnn4cc(-c5ccc(N6CCNCC6)cc5)cnc34)ccnc2c1	?
Cc1ccc(N2C(=O)N[C@@H]3CCN(C(=O)CC4(CC(=O)O)CCCC4)[C@@H]3C2=O)cc1	35%[activator][176 µM]
O=C(c1ccncc1F)N1C[C@@H](COCC2CC2)[C@H](c2ccncc2)C1	35%
CC1(C(=O)N2CCN(c3ccccn3)CC2)CCc2cnc(NCc3ccccc3)nc21 (stereo not drawn)	17%[176 µM]
Cc1nc(-c2cn(C3CCCN(C(=O)c4ccccc4)C3)nn2)no1 (stereo not drawn)	2%
COc1ccc(CCC(=O)N2CCOCCNC(=O)CC2)cc1	44%[activator]
C[C@@]1(O)CCN(Cc2ccc(C#N)cc2)C[C@H]1N1CCCC1	169%[activator]
CCC(=O)N1Cc2ccccc2CC2(CCCN(Cc3ccncc3)C2)C1 (stereo not drawn)	0%[6.33 µM]
COC(=O)C1=C(C)N=C2SC=C(CC(=O)N3CCCC3)N2C1c1cc(OC)ccc1OC (stereo not drawn)	?
O=C(c1ccc(Br)o1)N1CCC2(CC1)CC(O)CCO2 (stereo not drawn)	?
CN(CC(=O)Nc1c(Cl)cccc1Cl)CC(=O)N1CCC(Cc2ccccc2)CC1	-7%
CCOCCCNC(=O)c1c(C)noc1-c1cc(OC)c(OC)c(OC)c1	39%[activator]
COC[C@H]1CCCN1C(=O)CC[C@H]1CNC(=O)[C@@H]2[C@@H](CCN2Cc2cccs2)N1C	31%[176 µM]

The list goes on; the last 3 above are carried over.
compound	12-LOX inh
CN(CC(=O)Nc1c(Cl)cccc1Cl)CC(=O)N1CCC(Cc2ccccc2)CC1	-7%
CCOCCCNC(=O)c1c(C)noc1-c1cc(OC)c(OC)c(OC)c1	39%[activator]
COC[C@H]1CCCN1C(=O)CC[C@H]1CNC(=O)[C@@H]2[C@@H](CCN2Cc2cccs2)N1C	31%[176 µM]
O=C(/C=C/c1ccc2ccc(Cl)cc2n1)NC1CCCCC1	?
CC[C@@]1(C(=O)O)C[C@H](C(=O)NC(CO)CO)[C@H](c2ccc(OC)cc2)N1C	14%
Cc1ccccc1N=C1CCCc2ccccc21	-14%
COc1ccc(C(=O)N2CCN(C(=O)c3ccccc3)C[C@@H]2C(=O)N[C@H]2CCCNC2=O)cc1	21%
COc1cccc(CN2CCC3(CC2)COc2ccccc2CN3)c1	43%
CN(C)CC(C)(C)CNC(=O)c1cnn(-c2ncc3c(n2)-c2ccccc2CC3)c1-c1ccco1	18%
CC(C)CNC(=O)N1CCCN(S(=O)(=O)c2ccccc2)CCC(=O)NCC1	39%[activator]
Cc1nc(CNC(=O)c2cccc(S(=O)(=O)N3CCOCC3)c2)cs1	35%[activator]
COc1ccc(CCc2nc3nccc(-c4cccnc4)n3n2)cc1OC	53%[activator]
Cc1ccc(Sc2ccc(NC(=O)c3n[nH]c(=O)c4ccccc34)cc2)cc1C	-16%
CCOC(=O)c1cc2n(n1)CC(C)(C(=O)NC1CCC(C)CC1)N(CCc1cccs1)C2=O (stereo not drawn)	?
Cc1nc(CC2CCN(C(=O)C3CCCC3)CC2)n[nH]1	4%
CCc1ccc(NC(=O)C2CCN(C(=O)c3nnn4c3COC(c3ccc(OC)cc3)C4)CC2)cc1 (stereo not drawn)	-4%
COc1ccccc1N(CC(=O)NCCc1ccc(F)cc1)S(=O)(=O)c1ccccc1	11%
COc1cccc(CNC(=O)[C@@H]2C[C@@H](O)CN2C2CCN(C(=O)c3ccc(OC)nc3OC)CC2)c1	19%
Cc1ccc(S(=O)(=O)N2CC[C@H](c3nc4ccccc4[nH]3)C2)cc1	-22%[176 µM]
COc1ccc2c(C)c(CC(=O)NC3CC(C)(C)NC(C)(C)C3)c(=O)oc2c1OC	0%
